# Screening results deposited in PubChem by National Center for Advancing Translational Sciences (NCATS).
# TDP43 rescue: TDP-43 toxicity inhibition in yeast; TDP-43 expressing yeast growth rescue, BacTiter-Glo, 24 h; AID 652104; Potency, µM (series often up to 46.1 µM), without a hit: at the top dose growth rescue (activation), usual class: activators; actives 1.8% (n = 410,000); note: % of control where 0% means no effect; nearly all actives have a fitted effect of over 50% in size
#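 Growth rescue of TDP-43-toxic yeast measured as ATP luminescence (BacTiter-Glo). Cells grown to mid-log in raffinose, induced in galactose at OD600=0.02, exposed to compound 24 hr at 30 deg C.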
# EPAC1 ag: EPAC1 (human) agonism | O95398 | EPAC1 agonist qHTS, biochemical assay; response scale: 100% = response to 6.5 mM cAMP | Potency, µM (doses to about 154 µM), for the others: at the top dose activation, hits mostly activators | actives 0.073% (n = 360,000); note: nearly all actives have a fitted effect of over 60% in size
#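 Read-out is the fluorescence drop as BODIPY-GDP leaves Rap1B (480 nm excitation, 540 nm emission), recorded every 5 minutes over 30 minutes. Reactions held 100 nM EPAC1, 250 nM Rap1B–BODIPY-GDP and 50 uM GDP, with 6.5 mM cAMP setting full activation.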
# EPAC2 antag: antagonists of human EPAC2 | EPAC2 GEF exchange of Rap1B-BODIPY-GDP, fluorescence | Potency, µM (titrated, usually from 114 µM), inactives show at the highest dose activity, negative = inhibition, actives largely listed as inhibitors | actives 0.18% (n = 360,000); note: % is set by controls: 0 for no effect and ±100 for the full control effect; nearly all actives have a fitted effect of over 45% in size; many of its hits are not listed in these tables
# FUS yeast rescue: suppressors of FUS proteinopathy in yeast. Potency, µM (highest dose often 76.6 µM), without a hit: at the top dose growth rescue (activation), actives largely listed as activators. actives 0.24% (n = 390,000). S. cerevisiae FUS-expressing, growth rescue, OD600, 24 h;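 note: plate controls were DMSO vehicle for no effect and reference control for full effect; nearly all actives have a fitted effect of over 55% in size; some results filed as inactive show a strong effect at the top dose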
#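 Steps: raffinose overnight preculture; dilution to OD 0.005 in 2% galactose minimal medium; compound addition (concentration series); 24hr at 30C, 99% humidity; absorbance read at 600 nm.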
# PTHR1 agonist: PTHR1 (human) receptor agonism; Q03431; HEK293 GP2 PTHR1 cells, GloSensor cAMP luminescence, 1 h; Potency, µM (doses to about 115 µM), inactives show at the highest dose activation, usual class: activators; actives 0.075% (n = 410,000); AID 743266; note: nearly all actives have a fitted effect of over 55% in size; some results filed as inactive show a strong effect at the top dose; inactives centre near -15; many of its hits are not listed in these tables
#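 HEK-293-derived GP2 cells expressing PTHR1 and a GloSensor cAMP reporter, 3,000/well, plated overnight, given luciferin plus IBMX (each 0.5 mM as added) for 1 h at 37 °C, then compound for 1 h at 37 °C. Luminescence was read after 15 min at room temperature.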
# aSyn yeast inh: rescues yeast growth from alpha-synuclein toxicity; Yeast expressing alpha-synuclein, growth rescue, BacTiter-Glo, 24 h; Potency, µM (highest dose often 46.1 µM), for the others: at the highest dose growth rescue (activation), usual class: activators; AID 652106; actives 0.14% (n = 370,000); note: % of control where 0% means no effect; nearly all actives have a fitted effect of over 65% in size
#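 Rescue of yeast growth: cells expressing toxic alpha-synuclein, induced in galactose at OD600 0.02, incubated with compound 24 h at 30 C. ATP luminescence quantified growth; inhibitors of toxicity appear as activators.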
# EPAC2 agonist: agonists of human EPAC2 (RAPGEF4) | Q8WZA2 | EPAC2 activation, biochemical qHTS; response scale: 100% = 6.5 mM cAMP response | Potency, µM (doses to about 154 µM), inactives show top-dose activation, most hits filed as activators | actives 0.079% (n = 360,000) | AID 720711; note: nearly all actives have a fitted effect of over 50% in size
#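 Setup: EPAC2 100 nM, labeled Rap1B complex 250 nM, free GDP 50 uM. Compound titrations pinned in, brief spin, 5 min room temperature incubation. Kinetic fluorescence read over 30 min, normalized to 6.5 mM cAMP.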
# EPAC1 antagonist: EPAC1 (human) antagonism | O95398 | EPAC1 GEF assay, Rap1b-BODIPY-GDP exchange fluorescence | Potency, µM (series often up to 115 µM), for the others: top-dose activity change, negative = inhibition, usual class: inhibitors | actives 0.14% (n = 360,000) | AID 720709;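 note: plate controls were vehicle for no effect and positive control for full effect; nearly all actives have a fitted effect of over 50% in size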
# The depositor's hits bear a star; i = inactive; ? = inconclusive; nt = no result given; & = joins results of further samples; [ ] = remark or other dose. Calls come from the whole dose curve; as a rule, active = well fitted curve in the direction sought with a large enough effect; inconclusive = small, poorly fitted or top-dose-only effect, or another doubt; inactive = no such curve, though single readings can be large; an effect the other way counts as inactive or inconclusive. Potency is the fitted concentration of half-maximal effect. Only part of the results is shown; the hit share may differ from the screen's.
# The first 10 entries as a preview:
(1) O=C(CCS(=O)(=O)c1ccc(F)cc1)Nc1nnc(-c2ccco2)o1
(2) C[C@H](CO)N1C[C@H](C)[C@@H](CN(C)C)Oc2c(NC(=O)c3ccncc3)cccc2C1=O
(3) COCCCN1C(=O)C(CC(=O)NCc2cccs2)CC(C(=O)N2CCCCCC2)=C1C (centres undefined)
(4) CCOC(=O)C1=C(C)Nc2ncnn2C1c1ccc(N(C)C)cc1 (centres undefined)
(5) O=C(Nc1ccc2c(c1)C(=O)NC2=O)c1cc(Cl)ccc1Cl
(6) COc1ccccc1CCN=C(N)NS(=O)(=O)c1ccccc1F
(7) C=CCOC(=O)C1=C[C@@H](c2ccc3c(c2)OCO3)C[C@@H](OCCCCO)O1
(8) C=CCNC(=S)N1CCC(C(=O)c2ccc(F)cc2)CC1

compound no.	1	2	3	4	5	6	7	8
TDP43 rescue	-16.6%	-1.0%	9.0%	-2.7%&-21.5%	0.0%	3.8%	-31.5%	29.7%
EPAC1 ag	10.7%	-12.1%	17.0%	0.0%&-0.6%	6.0%	-1.9%	-22.4%	2.8%
EPAC2 antag	13.3%	-1.3%	5.0%[57.1 µM]	-7.6%&17.8%	-0.1%	9.3%	9.8%	3.3%
FUS yeast rescue	43.1%	-8.6%	0.4%	-17.0%&8.4%	8.9%	nt	8.2%	-2.1%
PTHR1 agonist	-9.7%	-25.1%	-29.5%[57.5 µM]	-10.7%	-4.5%	i	-37.1%[inhibitor]	-4.8%
aSyn yeast inh	-1.3%	-1.9%	nt	-1.2%&-5.8%	-0.8%	5.4%	12.3%	-9.6%
EPAC2 agonist	11.8%	-3.1%	-7.0%	0.2%&-1.7%	6.5%	-3.3%	6.7%	8.0%
EPAC1 antagonist	-1.5%	-0.3%	-1.9%	-5.1%&3.8%	-2.9%	-0.7%	-27.7%	-3.0%

(9) CCOC(=O)Cn1nnnc1C(CC)N(Cc1cc2ccc(C)cc2[nH]c1=O)C1CCCC1 (centres undefined)
(10) O=c1[nH]c(C2CCN(S(=O)(=O)c3ccccc3)CC2)nc2c1nnn2Cc1cccc(Cl)c1

compound no.	9	10
TDP43 rescue	-9.0%	-17.9%
EPAC1 ag	-3.2%	12.8%
EPAC2 antag	-25.6%[57.1 µM]	-18.9%
FUS yeast rescue	-10.7%	?
PTHR1 agonist	i	-39.5%
aSyn yeast inh	-6.7%	1.3%
EPAC2 agonist	5.3%	13.7%
EPAC1 antagonist	-1.6%	-20.0%

# The listing, previewed entries included:
(1) O=C(CCS(=O)(=O)c1ccc(F)cc1)Nc1nnc(-c2ccco2)o1
(2) C[C@H](CO)N1C[C@H](C)[C@@H](CN(C)C)Oc2c(NC(=O)c3ccncc3)cccc2C1=O
(3) COCCCN1C(=O)C(CC(=O)NCc2cccs2)CC(C(=O)N2CCCCCC2)=C1C (centres undefined)
(4) CCOC(=O)C1=C(C)Nc2ncnn2C1c1ccc(N(C)C)cc1 (centres undefined)
(5) O=C(Nc1ccc2c(c1)C(=O)NC2=O)c1cc(Cl)ccc1Cl
(6) COc1ccccc1CCN=C(N)NS(=O)(=O)c1ccccc1F

compound no.	1	2	3	4	5	6
TDP43 rescue	-16.6%	-1.0%	9.0%	-2.7%&-21.5%	0.0%	3.8%
EPAC1 ag	10.7%	-12.1%	17.0%	0.0%&-0.6%	6.0%	-1.9%
EPAC2 antag	13.3%	-1.3%	5.0%[57.1 µM]	-7.6%&17.8%	-0.1%	9.3%
FUS yeast rescue	43.1%	-8.6%	0.4%	-17.0%&8.4%	8.9%	nt
PTHR1 agonist	-9.7%	-25.1%	-29.5%[57.5 µM]	-10.7%	-4.5%	i
aSyn yeast inh	-1.3%	-1.9%	nt	-1.2%&-5.8%	-0.8%	5.4%
EPAC2 agonist	11.8%	-3.1%	-7.0%	0.2%&-1.7%	6.5%	-3.3%
EPAC1 antagonist	-1.5%	-0.3%	-1.9%	-5.1%&3.8%	-2.9%	-0.7%

(7) C=CCOC(=O)C1=C[C@@H](c2ccc3c(c2)OCO3)C[C@@H](OCCCCO)O1
(8) C=CCNC(=S)N1CCC(C(=O)c2ccc(F)cc2)CC1
(9) CCOC(=O)Cn1nnnc1C(CC)N(Cc1cc2ccc(C)cc2[nH]c1=O)C1CCCC1 (centres undefined)
(10) O=c1[nH]c(C2CCN(S(=O)(=O)c3ccccc3)CC2)nc2c1nnn2Cc1cccc(Cl)c1
(11) Cc1cc(NC(=O)COC(=O)c2ccc(Cl)cc2)no1
(12) CCc1ccc(S(=O)(=O)N2CCN(C(=O)c3cccnc3)CC2)cc1

compound no.	7	8	9	10	11	12
TDP43 rescue	-31.5%	29.7%	-9.0%	-17.9%	18.1%	7.2%
EPAC1 ag	-22.4%	2.8%	-3.2%	12.8%	-14.8%	5.4%
EPAC2 antag	9.8%	3.3%	-25.6%[57.1 µM]	-18.9%	1.5%	7.4%
FUS yeast rescue	8.2%	-2.1%	-10.7%	?	-11.2%	-8.0%
PTHR1 agonist	-37.1%[inhibitor]	-4.8%	i	-39.5%	i	i
aSyn yeast inh	12.3%	-9.6%	-6.7%	1.3%	3.5%	1.6%
EPAC2 agonist	6.7%	8.0%	5.3%	13.7%	0.5%	4.8%
EPAC1 antagonist	-27.7%	-3.0%	-1.6%	-20.0%	17.1%	18.6%

(13) O=C(Cn1cc(C(F)(F)F)cc(Cl)c1=O)Nc1cccc(Cl)c1
(14) Cc1ncc(CO)c2c1Oc1nc(-c3ccccc3F)nc(SCC(=O)N(C)c3ccccc3)c1C2
(15) CCOc1ccc(NC(=O)c2ccc(N3CC4CC(C3)c3cccc(=O)n3C4)c(NC(=O)CCN3CCOCC3)c2)cc1 (centres undefined)
(16) O=C(CC1SC(=NCc2ccccc2)NC1=O)Nc1ccccc1 (centres undefined)
(17) CC(C)(C)C(=O)C1=C(O)C(=O)N(Cc2ccccc2)C1c1ccccc1F (centres undefined)
(18) Cc1nn(-c2ccccc2)c(C)c1NC(=O)COC(=O)c1ccc(Cl)c(S(N)(=O)=O)c1

compound no.	13	14	15	16	17	18
TDP43 rescue	-14.0%	0.1%	1.7%	-12.8%	?	19.5%
EPAC1 ag	-8.7%	-13.2%	4.4%	8.8%	-7.7%	8.1%
EPAC2 antag	12.0%	?	2.2%	-8.3%	16.3%	-1.3%
FUS yeast rescue	nt	?	13.5%	6.1%	19.2%	48.5%
PTHR1 agonist	i	-55.5%[inhibitor]	i	-24.8%	-7.2%	24.8%
aSyn yeast inh	2.0%	2.5%	3.1%	7.3%	3.2%	-8.1%
EPAC2 agonist	3.1%	-12.9%	3.5%	3.4%	-3.1%	16.2%
EPAC1 antagonist	-0.7%	-10.8%	10.6%	4.2%	5.0%	0.1%

(19) COc1cccc(/C=C2/SC(=S)N(CC(=O)NC3C=CS(=O)(=O)C3)C2=O)c1 (centres undefined)
(20) COc1ccc2c3c([nH]c2c1)C1(NCC3)C(=O)Nc2ccccc21 (centres undefined)
(21) CN(C)C(CNC(=O)c1ccc(S(=O)(=O)N(C)C)cc1)Cc1ccccc1 (centres undefined)
(22) Cc1ccc(C(=O)CSc2ncnc3sc4c(c23)CCCC4)cc1
(23) O=C(NCc1ccccc1)c1ccc(CN2CCC(Cc3ccccc3)CC2)cc1
(24) COc1ccccc1NC(=O)Cn1cnc2c(oc3nc4c(cc32)CCCC4)c1=O

compound no.	19	20	21	22	23	24
TDP43 rescue	6.2%	-7.9%	11.7%	-15.1%	-0.3%	-2.9%
EPAC1 ag	-3.0%	-4.3%	2.7%	2.2%	1.0%	8.3%
EPAC2 antag	-10.2%	-14.9%	-1.3%	-1.0%	-15.6%	5.2%
FUS yeast rescue	13.2%	-10.3%	1.6%	-15.4%	4.3%	5.3%
PTHR1 agonist	i	-6.6%	i	i	-11.5%	-7.2%
aSyn yeast inh	0.3%	1.4%	0.0%	-0.5%	5.8%	-0.1%
EPAC2 agonist	-6.5%	-2.8%	-3.9%	11.3%	12.0%	2.9%
EPAC1 antagonist	9.3%	0.5%	-11.4%	11.6%	-12.2%	3.9%
